Source: PubChem BioAssay
Ba/F3 V617F tox = reduced viability of JAK2V617F-dependent Ba/F3 cells, primary screen, JAK2V617F inhibitor project, cell-based, Ba/F3 EpoR-JAK2V617F, luminescence. ATP luminescence. inhibition, % at 5.6 µM. 220,000 tested, 1.1% active. AID 1446, 2008;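 active = inhibition above the campaign mean plus 3 SD over all tested compounds, cut at about 24% in these data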;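 note: cytokine-independent growth of Ba/F3 cells driven by EpoR plus mutant JAK2; 0% = DMSO-treated cells and 100% = JAK inhibitor I control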
CHOP inhibitor = inhibitors of CHOP promoter induction, primary screen, cell-based, unfolded protein response, luciferase reporter. CHO-K1 CHOP-promoter luciferase, tunicamycin-induced, 15-18 h. inhibition, % at 10 µM. 220,000 tested, 3.8% active. AID 2732, 2010;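 active = compounds that reduced the stress-induced luciferase reporter signal by more than about 70% of percent inhibition, limit read from the data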;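 note: 0% = tunicamycin plus vehicle and 100% = wells without tunicamycin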
NPY Y1 blocker = NPY-Y1 receptor antagonists, primary screen, cell-based; Neuropeptide Y receptor type 1 (Homo sapiens), P25929; inhibition, % at 3.6 µM; 200,000 tested, 1% active; HEK293-CNG Y1 cells, membrane potential fluorescence; NPY at EC95, then isoproterenol;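 active = inhibition above the campaign mean inhibition of all tested compounds plus 3 SD, cut at about 20% in these data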;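 note: 0% = DMSO wells given NPY plus isoproterenol and 100% = isoproterenol alone without NPY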
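Test system – HEK293 Y1/CNG channel cell line · Also added – NPY agonist 25 nM, then isoproterenol 1 µM plus Ro 20-1724 25 µM · Compound dosing – one concentration, 3.6 µM, in 0.4% DMSO · Schedule – compound incubation 1 h at room temperature, readout 45 min post-stimulation · Technique – fluorescence, membrane potential probe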
BaF3 tox = parental Ba/F3 cell viability inhibition, counter-screen for JAK2V617F inhibitor project, murine pro-B, CellTiter-Glo luminescence; CellTiter-Glo ATP luminescence; inhibition, % at 5.6 µM; 220,000 tested, 1.1% active; AID 1486, 2009;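 active = inhibition above a per-campaign cutoff, the mean inhibition of all tested compounds plus 3 SD, cut at about 27% in these data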;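 note: 0% = DMSO wells and 100% = JAK Inhibitor I control wells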
NPY-Y2 PAM-ag = NPY-Y2 potentiators or agonists, primary screen, cell-based | cells expressing NPY-Y2, potentiator/agonist read-out | 220,000 tested, 0.45% active | AID 1359, 2008 | activation, % at 3.6 µM; in the data active = activation above about 27%;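 note: cells stimulated with NPY near EC25 plus isoproterenol at EC100; 0% = vehicle plus submaximal agonist and 100% = vehicle plus saturating agonist; some results beyond the cut were filed as inactive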
Target sequence (P49146 whole entry, looked up): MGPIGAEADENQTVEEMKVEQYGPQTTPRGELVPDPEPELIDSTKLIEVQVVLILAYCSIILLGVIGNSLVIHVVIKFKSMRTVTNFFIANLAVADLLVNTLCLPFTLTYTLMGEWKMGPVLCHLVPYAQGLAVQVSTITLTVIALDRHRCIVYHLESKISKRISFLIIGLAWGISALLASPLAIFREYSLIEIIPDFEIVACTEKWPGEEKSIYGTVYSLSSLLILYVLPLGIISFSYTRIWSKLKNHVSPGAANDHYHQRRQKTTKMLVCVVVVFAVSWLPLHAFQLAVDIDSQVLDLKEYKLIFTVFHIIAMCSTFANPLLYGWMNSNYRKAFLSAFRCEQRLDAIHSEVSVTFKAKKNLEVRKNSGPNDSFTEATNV
S1P4 agonist = S1P4 receptor agonists, primary screen, cell-based; AID 1509, 2009; S1P4-expressing cell line, agonist reporter assay; activation, % at 4.98 µM; Sphingosine 1-phosphate receptor 4 (Homo sapiens), O95977; 220,000 tested, 0.35% active; in the data active = activation above about 11%;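 note: 0% = DMSO vehicle and 100% = reference agonist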
S1P4 antagonist = S1P4 receptor antagonists, primary screen, cell-based; Sphingosine 1-phosphate receptor 4 (Homo sapiens), O95977; S1P4-expressing cells, antagonist mode, reporter read-out; inhibition, % at 4.98 µM; 220,000 tested, 0.26% active; AID 1510, 2009; in the data active = inhibition above about 29%;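 note: 0% = wells stimulated with agonist and 100% = vehicle wells without agonist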
NCF1 inh = p47phox/p22phox peptide binding inhibitors, primary screen, biochemical, uHTS, NADPH oxidase regulatory subunit. 220,000 tested, 0.53% active. fluorescence polarization, 2 h. inhibition, % at 24.7 µM;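 active = inhibition above about 30%, limit read from the data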;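 note: 0% = p47phox with labelled peptide and 100% = labelled peptide alone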
Target sequence (P14598 whole entry, looked up): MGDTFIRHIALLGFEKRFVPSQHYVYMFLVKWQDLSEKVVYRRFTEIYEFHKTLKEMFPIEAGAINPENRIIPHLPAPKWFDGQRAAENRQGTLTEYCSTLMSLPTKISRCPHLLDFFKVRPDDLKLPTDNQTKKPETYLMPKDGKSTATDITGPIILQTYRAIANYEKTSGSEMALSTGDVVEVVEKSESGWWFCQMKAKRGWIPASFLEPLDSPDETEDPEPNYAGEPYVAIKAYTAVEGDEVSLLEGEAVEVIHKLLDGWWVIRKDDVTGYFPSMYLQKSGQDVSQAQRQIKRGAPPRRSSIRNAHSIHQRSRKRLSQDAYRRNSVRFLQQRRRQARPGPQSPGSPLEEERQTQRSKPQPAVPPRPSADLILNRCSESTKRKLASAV
NPY1 pot ag = NPY-Y1 receptor potentiators or agonists, primary screen, cell-based; NPY-Y1 expressing cells, potentiator/agonist activation; activation, % at 3.6 µM; 220,000 tested, 0.37% active; AID 1304, 2008; in the data active = activation above about 33%, passing the limit was not always enough;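 note: cells stimulated with NPY at EC10 then isoproterenol at EC100; 0% = low agonist plus stimulus and 100% = saturating agonist plus stimulus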
* = called active by the depositor; / = no result given.

Value order: Ba/F3 V617F tox	CHOP inhibitor	NPY Y1 blocker	BaF3 tox	NPY-Y2 PAM-ag	S1P4 agonist	S1P4 antagonist	NCF1 inh	NPY1 pot ag
- NC(=O)c1ccc(NCc2ccco2)c([N+](=O)[O-])c1
    0	33	4	7	3	-1.7	-9	-4	8
- O=C(NCc1cccs1)c1ccc(N2CCCCC2)nc1
    5	13	1	6	-6	0.4	1	-19	-9
- Nc1nc(Sc2ccc(C(F)(F)F)cc2[N+](=O)[O-])n[nH]1
    2	18	1	5	-13	-0.2	-7	-16	-10
- O=C(O)C1CCCCC1C(=O)NCc1ccccn1 (stereo not given)
    5	5	2	4	-6	-2.9	-17	5	19
- Cc1cccc(N2CCN(C(=O)c3ccc4nc[nH]c4c3)CC2)c1C
    4	25	3	9	-6	0.5	-12	-11	-7
- COC(=O)CN1C(=O)CSc2ncccc21
    3	24	-1	3	1	0.4	0	-15	2
- COc1cccc(CN2CCNC(=O)C2CC(=O)NCc2cc(C(C)C)no2)c1 (stereo not given)
    -3	4	1	1	4	-1.4	-16	3	20
- Cc1ccc(NC(=S)Nc2ccccn2)cc1C
    -1	-35	/	4	20	0.7	16	-16	7
- CCOc1cc(-c2noc(CCC(=O)N3CCOCC3)n2)ccc1OC
    -3	-4	6	1	18	-0.2	-9	-4	8
- CC1(C)CC(=O)CC(=Nc2ccc(C(=O)O)cc2)C1
    -3	-5	-5	5	-5	-0.1	-8	2	-6
- COC(=O)Nc1ccc(S(=O)(=O)N2CCC(C)CC2)cc1
    1	-1	1	3	14	0.1	1	-4	-6
- COc1ccc(S(=O)(=O)Nc2cccc(N(C)S(C)(=O)=O)c2)cc1Br
    -3	19	-10	7	18	11*	-8	-3	5
- CCN(CC)CC(=O)Nc1scc2c1c(=O)oc1ccccc12
    -1	-10	/	0	-18	0.2	7	-6	-26
- COc1ccc(-c2nsc3c(SCC(=O)Nc4cc(C)ccc4C)ncnc23)cc1
    -3	56	1	-2	10	-0.3	6	-32	25
- COc1ccc(Nc2nc(C)c3ccccc3n2)cc1
    2	-4	5	5	-11	-0.9	-13	1	-16
- O=C(COC(=O)CCc1ccc(S(=O)(=O)N2CCOCC2)cc1)NCc1ccc(Cl)cc1
    4	-3	3	8	-13	-0.3	-7	-3	-15
- CN(c1ccc(C(=O)NCC2CCCO2)cc1)S(=O)(=O)c1ccccc1 (stereo not given)
    -4	7	-6	5	8	-1.1	-7	-16	0
- Cc1cccc(N2CCN(Cc3c(C)n(C)n(-c4ccccc4)c3=O)CC2)c1C
    -1	23	7	3	-9	-0.4	-18	-4	19
- O=C(O)CCn1c(SCc2cc(=O)n3ccccc3n2)nc2ccsc2c1=O
    4	-11	5	5	2	-1.8	-14	8	1
- Cc1oc2cc(OCc3cnn(-c4ccccc4)c3)ccc2c(=O)c1Oc1ccccc1F
    -5	-3	1	4	6	-4.3	-9	-19	-10
- COC(=O)CSc1ncc(OC)c(OC)n1
    -6	13	-1	-1	1	-0.4	-18	0	-5
- CC(C)(C)N1C(=O)c2ccc(C(=O)Nc3ccc(-c4nc5ccccc5[nH]4)cc3)cc2C1=O
    -2	8	-4	5	-12	0.6	-14	-7	1
- CN(C)C(=O)c1nc2ccc(Cl)cn2c1CNCc1ccccc1OC(F)(F)F
    0	22	1	5	-8	1.0	12	-1	4
- NC(=O)NC(=O)Nc1ccccc1Cl
    3	0	2	4	-9	-3.1	2	-17	3
- C/C(=N\N=C1\NC(=O)C(CC(=O)Nc2ccc(C)c(Cl)c2)S1)C(C)(C)C (stereo not given)
    -3	106*	-3	-1	16	-0.9	-42	-16	13
- N#Cc1c(N)nc2c(c1-c1ccccc1)CCC2
    -3	13	-4	-3	5	0.6	0	-11	13
- O=C(Nc1ccc(F)cc1)Nc1nnc(COc2ccccc2F)s1
    -4	27	-1	1	-4	-1.0	5	-9	-8
- CCOc1ccc(NC(=O)Nc2ccc3nccnc3c2)cc1
    5	-9	-2	4	-4	1.4	-2	-15	-5
- OCCOCCNc1ncnc2sc(-c3ccccc3)cc12
    2	44	-4	7	-5	-2.4	9	-5	3
- Cc1cc(C)c(C(=O)COC(=O)[C@H](C)Nc2ccc(C(F)(F)F)cc2[N+](=O)[O-])c(C)c1
    -3	27	1	1	-9	-3.4	-8	-25	0
- COc1ccc(NC(=O)COC(=O)[C@@H]2CCCN2C(=O)c2cccs2)c(OC)c1
    -7	8	-4	-1	4	0.2	-20	-17	-6
- CC1=Nc2cc(C(=O)NCC3CCCO3)ccc2Sc2ccc(Br)cc21 (stereo not given)
    20	-8	/	11	-19	1.6	-18	-4	-13
- CC(c1nnc(SCC(=O)Nc2sccc2C#N)n1-c1ccc(Cl)cc1)N(C)C (stereo not given)
    4	-42	10	9	1	2.9	-6	-12	11
- Cc1ccc(NC(=O)Cn2c(C)cc(C)c(C#N)c2=O)c(Cl)c1
    -1	4	-2	5	4	2.4	-14	-2	12
- COC(=O)c1cc(OC)c(OC)cc1NC(=S)N1CCCC1
    2	0	-2	6	-1	3.7	-20	-5	3
- CC1CCN(c2ncnc3c2cnn3-c2ccccc2)CC1
    -4	69	10	5	-8	0.6	7	-8	2
- O=C(NNS(=O)(=O)c1ccccc1)c1cnn(-c2ccccc2)c1-n1cccc1
    -5	18	-1	5	8	1.4	-4	1	12
- C=CCN1C(=O)C(O)(CC(=O)c2ccccc2)c2ccccc21 (stereo not given)
    -5	2	2	-1	14	2.3	-9	0	14
- CCOc1cc2[nH]c(=S)n(CCCC(=O)NCc3ccco3)c(=O)c2cc1OCC
    -4	82*	7	-1	13	-1.1	-12	15	9
- CCCCCc1ccc(OCCCC[n+]2ccccc2)c(CCCCC)c1
    100*	-21	6	81*	10	1.0	4	8	-1
- CN1CCN(NS(=O)(=O)c2cccs2)CC1
    -1	-6	-3	3	4	-0.6	-14	6	-5
- Cc1sc2ncnc(SCC(=O)NC(=O)c3cccn3C)c2c1C
    5	8	5	3	-14	1.4	-26	-30	-31
- O=C(CCn1c(=S)oc2ccccc21)NC1CCCCCC1
    0	-7	/	-4	4	-0.3	-1	-1	2
- COC(=O)C1=C(C)N(CC(C)C)C(=O)/C1=C\c1cccs1
    -4	53	9	2	22	-0.6	-15	-18	-11
- COc1cccc(-n2c(Cc3cc(=O)[nH]c(=O)[nH]3)nnc2SCc2cccnc2)c1
    -4	21	-1	4	-15	-0.5	-7	-10	-4
- CN1C(=O)C2C(c3ccc(N(C)C)cc3)NN(Cc3ccccc3)C2C1=O (stereo not given)
    1	-10	-7	10	11	0.2	-14	-14	-8
- CC(O)Cn1nc([N+](=O)[O-])nc1N (stereo not given)
    -6	16	-2	4	0	-0.7	7	-7	17
- O=C(NC1CCCc2ccccc21)C1CCN(S(=O)(=O)c2cnc[nH]2)CC1 (stereo not given)
    2	-10	-6	1	-5	2.3	-2	7	-2
- Fc1ccc(-n2nnc(-c3nccs3)n2)cc1
    -3	-4	0	2	-17	1.0	-8	-2	2
- C/C(=N/Nc1nc(-c2ccccc2)c(CC(=O)O)s1)c1ccccc1
    -2	-18	/	3	1	-1.1	15	-34	12
- CCCCC(=O)NCCc1cc2ccc(OC)cc2[nH]c1=O
    -2	-1	-5	10	1	-1.5	-10	-17	-2
- Cc1sc2ncnc(NCCCn3ccnc3)c2c1C
    -1	32	-6	3	6	-0.2	-10	-15	-1
- COc1ccc(S(=O)(=O)NN(C)c2ncc(C(F)(F)F)cc2Cl)cc1
    -2	21	3	3	10	0.5	-27	-3	8
- Cc1ccc2c(c1)N(CCCC(=O)NCc1cccnc1)C(=O)CO2
    3	-6	-2	8	-8	-0.4	12	7	-18
- Cn1cccc1/C=C(\C#N)C(N)=S
    -2	17	/	-3	-2	0.7	-12	-4	30
- CCN(CCn1cccn1)Cc1cn[nH]c1-c1cccc2ccccc12
    -6	-9	/	1	-2	0.1	2	15	4
- CCCCc1cc(=O)oc2c(CN(C)C)c(O)c(Cl)cc12
    -3	16	-3	-1	3	5.3	-9	-98	15
- CCN(CC)CCNC(=O)c1ccc(CS(=O)(=O)c2ccc(Br)cc2)o1
    3	0	-6	3	8	1.6	1	-7	12
- CCOC(=S)SCC(=O)Nc1nc(-c2ccc(Br)cc2)cs1
    27*	82*	3	14	-7	-0.2	19	-23	-15
- CC1=[N+](C)c2ccc3ccccc3c2C1(C)C
    53*	19	27*	54*	-32	2.7	13	-36	-71

Whole records, looked up by structure:
Profile of CCCCC(=O)NCCc1cc2ccc(OC)cc2[nH]c1=O : Ba/F3 V617F tox = -2; CHOP inhibitor = -1; NPY Y1 blocker = -5; BaF3 tox = 10; NPY-Y2 PAM-ag = 1; S1P4 agonist = -1.5; S1P4 antagonist = -10; NCF1 inh = -17; NPY1 pot ag = -2
Profile of Cc1ccc2c(c1)N(CCCC(=O)NCc1cccnc1)C(=O)CO2 : Ba/F3 V617F tox = 3; CHOP inhibitor = -6; NPY Y1 blocker = -2; BaF3 tox = 8; NPY-Y2 PAM-ag = -8; S1P4 agonist = -0.4; S1P4 antagonist = 12; NCF1 inh = 7; NPY1 pot ag = -18

Further records:
Value order: Ba/F3 V617F tox	CHOP inhibitor	NPY Y1 blocker	BaF3 tox	NPY-Y2 PAM-ag	S1P4 agonist	S1P4 antagonist	NCF1 inh	NPY1 pot ag
- CCCCn1c(=O)[nH]c(=O)c2c1nc(-c1ccc(C#N)cc1)n2C1CCCC1
    -2	1	3	5	7	-1.4	-14	-51	-40
- Cc1cc(C)c(C#N)c(SCc2cn3c(C)cccc3n2)n1
    1	-14	3	4	-2	-0.5	-28	6	-26
- CCOc1ccc(CN(C(=O)c2cc3ccccc3oc2=O)C2CCS(=O)(=O)C2)cc1 (stereo not given)
    -4	-3	/	2	3	-2.1	-15	4	10
- CC(C)CCNC(=O)C(c1ccco1)N(Cc1cccs1)C(=O)Cn1nnc2ccccc21 (stereo not given)
    0	3	24*	1	-19	-2.6	-10	1	-26
- CNC(=S)NNC(=O)c1sccc1OCc1ccc(Cl)cc1Cl
    0	-14	0	6	12	3.3	-17	-9	7
- CCSc1nnc(NC(=O)c2cc(-c3ccc(C)c(C)c3O)n[nH]2)s1
    1	88*	2	6	7	0.2	7	7	-12
- COc1ccc(/C=N\NC(=O)c2cc(O)c(O)c(O)c2)cc1CN1CCN(c2ccc(F)cc2)CC1
    2	-24	-2	4	1	2.2	-16	-4	-18
- COc1ccc(NC(=O)c2cc(-c3ccccc3)oc2C)cc1
    1	64	8	4	-10	1.3	-44	-13	-16
- COc1ccc(Nc2ncnc3scc(-c4ccc(OC)cc4)c23)cc1
    1	50	21*	6	0	0.0	-14	-21	-55
- C=CCn1c(SCC(=O)c2cc(C)n(CC3CCCO3)c2C)nnc1-c1ccccc1 (stereo not given)
    -1	28	14	5	-2	-0.7	-9	-7	19
- CCCCn1c(SCC(=O)NC(C)CC)nc2ccc(N3CCOCC3)cc2c1=O (stereo not given)
    3	-6	23*	7	8	4.3	-4	-3	5
- O=c1c(S(=O)(=O)c2ccc(Cl)cc2)cn(Cc2ccccc2F)c2ccc(F)cc12
    -2	17	1	1	11	3.9	-10	-33	2
- CC1(c2ccc(Cl)cc2)NC(=O)N(CC(=O)NC(=O)NCc2ccco2)C1=O (stereo not given)
    -2	20	-8	-1	10	-0.6	-1	-29	23
